Screens from PubChem.
TCR act: Activators of T cell receptors: qHTS campaign. 330,000 tested, under 10 active. primary human leukocytes, anti-CD3, IL-2 HTRF, 48 h. Potency, µM (series often up to 9.22 µM), for inactives: at the top dose activation of IL-2 secretion, hits mostly activators; further: % of control where 0% means no effect
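IL-2 release read by HTRF sandwich (Eu cryptate donor, d2 acceptor, 665 nm emission) after 48 hr exposure of primary human leukocytes to compound together with anti-CD3 beads in the absence of co-stimulatory signals.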
BRCA1 expr up: qHTS Assay to Identify Small Molecule Activators of BRCA1 Expression; MCF7-BRCA1-FFLuc reporter, luminescence, 48 h; response scale: scaled: vehicle 0%, 10 µM genistein 100%; Potency, µM (top dose mostly 46.1 µM), for inactives: at the top dose activation, usual class: activators; 380,000 compounds, 1.1% hits; further: potency means the concentration at half of the fitted maximal effect; nearly all actives have a fitted effect of over 80% in size; some results filed as inactive show a strong effect at the top dose
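Luminescence from a BRCA1-driven firefly luciferase in MCF7 cells was the read-out, taken 15 min after substrate addition following 48 h compound exposure at 37 °C. Data were normalized to a 10 microM genistein control and DMSO vehicle.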
B2AR arrestin: qHTS assay of beta-arrestin-biased ligands of beta2-adrenergic receptor | AID 492947, 2010 | beta-arrestin recruitment to beta2AR, cell-based reporter | Potency, µM (highest dose often 46.1 µM), for the others: at the top dose activation, actives largely listed as activators | Beta-2 adrenergic receptor (Homo sapiens), P07550 | 330,000 compounds, 0.02% hits;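 further: potency means the concentration at half of the fitted maximal effect; 0% = DMSO controls and full agonism = EC100 isoproterenol or metaproterenol; nearly all actives have a fitted effect of over 65% in size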
Target sequence (P07550 whole entry, looked up): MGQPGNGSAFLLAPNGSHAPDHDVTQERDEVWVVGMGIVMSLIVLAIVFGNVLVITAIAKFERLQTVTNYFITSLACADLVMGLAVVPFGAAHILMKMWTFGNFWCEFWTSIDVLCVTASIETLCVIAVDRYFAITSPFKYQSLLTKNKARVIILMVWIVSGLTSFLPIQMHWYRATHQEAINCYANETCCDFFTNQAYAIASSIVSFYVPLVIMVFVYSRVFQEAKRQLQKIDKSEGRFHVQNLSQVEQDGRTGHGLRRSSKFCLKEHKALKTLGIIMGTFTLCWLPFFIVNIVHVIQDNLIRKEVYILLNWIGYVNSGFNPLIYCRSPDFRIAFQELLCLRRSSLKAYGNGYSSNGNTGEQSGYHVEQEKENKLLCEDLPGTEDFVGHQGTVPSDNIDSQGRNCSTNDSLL
p53 reactivator: qHTS assay for re-activators of p53 using a Luc reporter | AID 504706, 2011 | Potency, µM (highest dose often 92.2 µM), inactives show top-dose activity change, positive = activation, hits mostly activators | H1299 p53-A138V BP100-luciferase reporter, luminescence, 24 h | 320,000 compounds, 0.063% hits; further: potency means the concentration at half of the fitted maximal effect; % of control where 0% means no effect; nearly all actives have a fitted effect of over 45% in size
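p53-null H1299 cells stably carrying temperature-sensitive p53-A138V and a BP100-luciferase reporter were pinned with compounds (4-point, 1:5 series) and held 24 hrs at 37 deg C. Luminescence was read 10 min after detection reagent.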
Integrin act MD: qHTS for Activators of Integrin-Mediated Alleviation for Muscular Dystrophy. alpha7betagal myoblasts, beta-gal FDG fluorescence, 48 h. Potency, µM (titrated, usually from 38.3 µM), for inactives: at the top dose activation, hits mostly activators. 350,000 compounds, 0.064% hits. AID 624291, 2012;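 further: potency means the concentration at half of the fitted maximal effect; 100% = response of the positive control SU9516; nearly all actives have a fitted effect of over 60% in size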
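Alpha7betagal+/- myoblasts (passage 13) were plated 16-24 hr, then exposed to compounds (1:260 dilution of DMSO stock) for 48 hours at 37C. After MPER lysis, β-galactosidase reporter activity was read as FDG fluorescence (ex 480/em 540) after 30 minutes.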
TRPV1 ag: HTS Assay for Compounds that Act as Agonists of the Vanilloid Receptor 1; Transient receptor potential cation channel subfamily V member 1 (Homo sapiens), Q8NER1; TRPV1-expressing cells, Fluo-8 calcium influx, agonist mode; activation, % at 8.33 µM; 320,000 compounds, 0.19% hits; AID 540275, 2011; in the data active means activation above about 80%; inconclusive means between about 30% and that limit; further: 0% is about no effect
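TRPV1-expressing cells were cultured overnight at 35.5C and loaded with Fluo-8 calcium dye for 40 to 90 min at room temperature. After a 10 s baseline, compound was added and calcium influx was read kinetically for 3 min (ex 480/em 520 nm).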
A-T KAP1 phos: qHTS Assay for Identifying a Potential Treatment of Ataxia-Telangiectasia; […] A-T fibroblasts, KAP-1 phosphorylation AlphaLISA; neocarzinostatin DNA damage 30 min before lysis; Potency, µM (highest dose often 57.5 µM), without a hit: at the highest dose activation, most hits filed as activators; 320,000 compounds, 0.19% hits; AID 485349, 2010; further: potency means the concentration at half of the fitted maximal effect; % of control where 0% means no effect; nearly all actives have a fitted effect of over 45% in size
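ATM-like activity read as KAP-1 phosphorylation via AlphaLISA donor/acceptor antibody pairs after lysis and 6 hr at 25C. Cells were ATM-null patient fibroblasts ([…], hTERT), dosed 60 min, then exposed to the DSB inducer NCS for 30 min.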
ELG1 repair inh: qHTS screen for small molecules that inhibit ELG1-dependent DNA repair in human embryonic kidney (HEK293T) cells expressing luciferase-tagged ELG1; HEK293T ELG1-luciferase reporter, luminescence, 16 h; DNA damage induced by 5-fluorouridine; Potency, µM (series often up to 46.1 µM), for the others: at the top dose activity change, negative = inhibition, usual class: inhibitors; 330,000 compounds, 2.3% hits; AID 504467, 2011; further: potency means the concentration at half of the fitted maximal effect; on the % scale 0 is the no-effect control and ±100 the full control effect; nearly all actives have a fitted effect of over 55% in size
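Step one: seed 2,000 cells per well. Step two: pin-transfer compound or DMSO alongside 5-fluorouridine. Step three: incubate 16 hr, 37 °C, 5% CO2. Step four: add ONE-Glo, wait 30 min, read luminescence.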
MLL CXXC-DNA inh: qHTS Fluorescence Polarization Assay for Inhibitors of MLL CXXC domain - DNA interaction. Histone-lysine N-methyltransferase 2A (Homo sapiens), Q03164. 290,000 compounds, 0.037% hits. AID 2662, 2010. Potency, µM (top dose mostly 115 µM), for inactives: at the top dose activity change, negative = inhibition, usual class: inhibitors. MLL-CXXC / FITC-HOXA9 DNA fluorescence polarization; active means well fitted inhibition curve with a large enough effect in the polarisation, with a control signal flat, not every such curve was filed as active; inconclusive means small, poorly fitted or top-dose-only effect, or effect the other way, or a change in a side signal; inactive means no such curve, though single readings can be large or run the other way; the % refers to the polarisation; further: potency means the concentration at half of the fitted maximal effect
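Fluorescence polarization: 7 uM MLL-CXXC (stock) preincubated 5 min with compounds, then 50 nM fluorescein-HOX-A9 DNA (stock) added; 30 min ambient. Buffer 50 mM Tris-HCl pH 7.5, 50 mM NaCl, 1 mM DTT, 0.05% BSA.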
TSG101-PTAP inh: qHTS Assay for Iinhibitors of HIV-1 Budding by Blocking the Interaction of PTAP/TSG101; 340,000 tested, under 10 active; Fluorescence polarization, FITC-PTAP peptide / Tsg101 binding; Potency, µM (highest dose often 115 µM), for inactives: top-dose activity change, negative = inhibition, actives largely listed as inhibitors; Tumor susceptibility gene 101 protein (Homo sapiens), Q99816; active means well fitted inhibition curve with a large enough effect in the main read-out, with a control signal flat, not every such curve was filed as active; inconclusive means small, poorly fitted or top-dose-only effect, or effect the other way, or a change in a side signal; inactive means no such curve, though single readings can be large or run the other way; further: potency means the concentration at half of the fitted maximal effect; % of control where 0% means no effect
Target sequence (Q99816 whole entry, looked up): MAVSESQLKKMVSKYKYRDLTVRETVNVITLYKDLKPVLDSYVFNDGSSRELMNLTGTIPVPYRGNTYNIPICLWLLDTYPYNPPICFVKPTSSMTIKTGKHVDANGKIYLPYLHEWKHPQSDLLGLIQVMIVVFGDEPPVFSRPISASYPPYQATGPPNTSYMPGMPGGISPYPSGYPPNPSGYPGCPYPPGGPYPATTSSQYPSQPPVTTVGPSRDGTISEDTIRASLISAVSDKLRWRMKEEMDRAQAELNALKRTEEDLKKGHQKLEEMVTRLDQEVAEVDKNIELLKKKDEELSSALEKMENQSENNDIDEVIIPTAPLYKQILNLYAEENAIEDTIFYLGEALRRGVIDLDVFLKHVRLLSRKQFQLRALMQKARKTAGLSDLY
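Fluorescence polarization binding of Tsg101 binding domain (10 uM final) to FITC-labeled PTAP peptide (50 nM final) in HEPES pH 7.5 buffer with NaCl, Tween 20, EDTA, TCEP. Compounds added before peptide; binding 20 min at RT.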
* hit, by the source's call; ? = inconclusive; · = no result given; [ ] = another dose, or the depositor's remark. Unless noted, the call rests on the fitted dose curve; in most records, active means well fitted curve in the direction sought with a large enough effect; inconclusive means small, poorly fitted or top-dose-only effect, or another doubt; inactive means no such curve, though single readings can be large; an effect the other way counts as inactive or inconclusive. Not a hit list, and some 3.8% of all compounds hit somewhere here.

Molecule	TRPV1 ag	ELG1 repair inh	TCR act	TSG101-PTAP inh	A-T KAP1 phos	MLL CXXC-DNA inh	BRCA1 expr up	Integrin act MD	p53 reactivator	B2AR arrestin
O=C(NNS(=O)(=O)c1ccccc1F)c1cc(-c2ccccc2)n[nH]1	3	4%	6%	-9%	-12%	-1%	-2%	-7%	-7%	-0.7%
COc1ccc(NC(=O)c2cccs2)c([N+](=O)[O-])c1	-2	?	0%	-3%	-7%	4%	5.6µM*	18%	7%	0.1%
CCc1ccccc1NC(=O)CN1C(=O)C2CCCN2c2ncc(Cl)cc21 (stereo not given)	0	-7%	2%	-3%	-10%	-3%	-32%	13%	-6%	-0.2%
CCOC(=O)N1CCN(C(=O)CSc2ccccc2)CC1	-2	?	2%	-7%	12%	-2%	23%	-19%	8%	-0.9%
Cc1noc(C)c1C(=O)Nc1sccc1C(N)=O	·	16%	5%	0%	4%	·	-26%	20%	8%	0.2%
Cc1ccc(NC(=O)CCn2cccc2)cc1F	5	?	-1%	-3%	-2%	7%	-21%	-4%	1%	-0.8%
COc1cc(C(=O)NNC(=S)NC(=O)/C=C/c2ccccc2)cc(OC)c1OC	·	-24%	-1%	-1%	-1%	16%	-1%	-23%	15%	-0.9%
CC(C)(C)NS(=O)(=O)c1cc(C(=O)Nc2sccc2C#N)ccc1Cl	-3	-23%	-1%[46.1 µM]	0%	23%	-2%	-39%	-16%	?	-0.1%
COc1ccccc1CN1CCNC(=O)C1CC(=O)N(C)Cc1ccon1 (stereo not given)	1	-14%	4%	-1%	-1%	39%[activator]	-9%	2%	9%	-0.7%
Cc1cc(C(=O)NC(Cc2ccccc2)C(=O)O)c(C)o1 (stereo not given)	-2	-11%	4%	-8%	-2%	7%	19%	-8%	-2%	-0.3%
Nc1nc(-c2ccco2)nn1C(=O)CCc1ccccc1	-1	22%	-1%	-2%	4%	14%	2%	0%	0%	0.0%
Cc1sc(NC(=O)c2ccco2)c(CN2CCCCC2)c1C	9	-1%	-5%	-3%	4%	13%	-27%	-12%	9%	0.2%
CC(=O)N1Cc2ccccc2CC1C(=O)N1CCN(c2ccccc2)CC1 (stereo not given)	3	3%	-3%	0%	1%	2%	1%	4%	2%	-1.0%
O=S(=O)(c1ccc(F)cc1F)N1CCCN(c2ccc(C(F)(F)F)cn2)CC1	25	?	-2%	0%	1%	-13%	-15%	-16%	-4%	-0.3%
CC(C)(C)c1ccc(/C=N/NC(=S)Nc2cccnc2)cc1	8	-28%	·	·	-27%	-4%	·	·	-7%	-0.2%
COc1ccc(C(O)C(CN2CCOCC2)c2ccccc2)cc1F (stereo not given)	-3	0%	-1%	-9%	4%	3%	-5%	1%	-13%	-0.9%
Cc1cc(C)cc(NC(=O)CCc2nc3sc4c(c3c(=O)[nH]2)CCCC4)c1	0	-11%	4%	7%	-6%	·	-66%	-46%[inhibitor]	5%	0.4%
COc1ccc(CCN2CC(C(=O)N(C)CC(=O)Nc3cccc(F)c3)CC2=O)cc1OC (stereo not given)	0	0%	2%	-1%	8%	7%	-5%	23%	-1%	-0.8%
CC(Oc1ccc2c3c(c(=O)oc2c1)CCCC3)C(=O)NCc1cccnc1 (stereo not given)	?	8%	6%	3%	-4%	9%	-5%	22%	-5%	-0.9%
CN(C)c1ccc(/C=C2/SC(=O)N(CCN=C3NS(=O)(=O)c4ccccc43)C2=O)cc1	9	?	1%[46.1 µM]	-1%	5%	?	45%	4%	?	0.6%
CCn1c(SC(C)C(=O)NCC2CCCO2)nc2ccccc21 (stereo not given)	-3	17%	-6%	-7%	2%	·	-13%	22%	3%	-0.1%
COc1ccc(N(CC(=O)NC2CCCC2)S(=O)(=O)c2c(C)[nH]c(=O)[nH]c2=O)cc1	-3	?	-5%	-5%	12%	11%	5%	3%	0%	-0.2%
CC(C)(C)CN1CCNC(=O)C1CC(=O)N1CCC(C(=O)N2CCOCC2)CC1 (stereo not given)	-3	12%	-1%	1%	-4%	12%	0%	18%	-2%	-0.3%
CCCC(=O)Nc1ccc(C(=O)n2nnc3ccccc32)cc1	-10	6%	·	-1%	-6%	-2%	14%	-20%	2%	-0.3%
COc1cc(OC)cc(-c2nnc(NC(=O)CCS(=O)(=O)c3ccc(C)cc3)o2)c1	-3	-1%	-5%	-4%	4%	·	-4%	-52%[inhibitor]	9%	0.3%
C=C(C)C1(O)OC(=O)C=C1OC (stereo not given)	-7	7%	-17%	1%	-1%	?	-48%	-11%	-13%	0.0%
CCOC(=O)C1CCN(S(=O)(=O)c2ccc(-c3ccccn3)s2)CC1	27	?	-16%	2%	5%	1%	-1%	-18%	-1%	-0.1%
Cc1csc(SCC(=O)NC(=O)NC2CCCC2)n1	-4	13%	0%	1%	1%	-10%	1%	0%	1%	0.1%
CCOc1cccc(CN(C)CC2CCCN(CCc3ccc(Cl)cc3)C2)c1O (stereo not given)	-4	-9%	·	0%	3%	3%	-60%	-36%	7%	0.4%
Cc1ccc(Nc2nc(C(=O)NCc3ccco3)cs2)cc1	?	-17%	-3%	-2%	2%	1%	10%	-4%	4%	-0.5%
CCCCn1c(N)c(N(CCOC)C(=O)c2ccc(N3CCCC3)c([N+](=O)[O-])c2)c(=O)[nH]c1=O	-1	14%	0%	-3%	-3%	·	-14%	-2%	2%	0.0%
C=CCn1c(SCC(=O)Nc2nc3ccccc3s2)nc(O)c(CC)c1=O	1	-23%	-7%	0%	-5%	-15%	-20%	-19%	-3%	-0.1%
O=C(N/N=C1/CC2C=CCC12)c1ccc(Br)o1 (stereo not given)	?	?	-1%[46.1 µM]	-1%	11%	3%	-5%	2%	?	-1.6%
C=CCNC(=S)N/N=C/c1ccc(C(F)(F)F)cc1	2	4.6µM*	-2%	-4%	-1%	-1%	-14%	-23%	1%	?
COC(=O)CCCn1nc(NC(=O)c2ccco2)cc1C	0	-3%	-1%	-1%	-9%	11%	21%	-4%	7%	0.3%
CCNc1ccc(Br)cc(C(=O)/C=C/c2c(Cl)cccc2Cl)c1=O	-1	?	4%[46.1 µM]	-3%	14%	12%	-109%[inhibitor]	-21%	-29%	0.5%
COc1ccccc1Nc1nnc(C)c(=O)[nH]1	0	3%	6%	0%	-4%	1%	5%	4%	3%	0.0%
O=C(c1cccs1)C1CCCN(Cc2nc(Cc3ccccc3F)no2)C1 (stereo not given)	?	?	-3%	-12%	-6%	2%	2%	-6%	0%	-0.5%
Cc1csc(CN(C)C(=O)CC2C(=O)NCCN2CC(C)(C)C)n1 (stereo not given)	-2	-2%	0%	-7%	0%	-22%	13%	10%	-3%	0.3%
CC1(C)OC(=O)N(CCC(=O)Nc2cccc(F)c2)C1(C)O (stereo not given)	-1	5%	-5%	-1%	3%	5%	-11%	2%	1%	-1.1%
CCCOP(=O)(c1ccc(N(C)C)cc1)C(O)c1cc(OC)ccc1OC (stereo not given)	3	-1%	-3%	2%	7%	4%	-12%	-45%	-4%	0.3%
COc1ccc(/C=C2\CCCc3c2nc2ccccc2c3C(=O)O)cc1OC	?	?	·	·	27%	?	·	·	3%	0.3%
